RAM network inh – blocks the yeast RAM network; S. cerevisiae dse1pr::URA3 reporter, 5-FOA growth OD615, 2 d; analog-sensitive cbk1-as2 kinase mutant strain; inhibition, % at 50 µM; 190,000 compounds, 1.8% hits; AID 868;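 active = inhibition above a set limit, 3 SD over mean compound inhibition, cut at about 8.4% in these data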;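 also: 0% = DMSO-only wells with no growth and 100% = 10 µM 1-NA-PP1 full growth; inhibition rescues growth on 5-FOA so higher OD means more RAM inhibition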
PMI activator – phosphomannose isomerase (human) activation; P34949; purified human PMI, coupled resazurin fluorescence, 20 min; active compounds read high; 1 = vehicle control, 0 substrate-free wells; activation factor at 20 µM; 190,000 compounds, 0.005% hits;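 active = activation factor of 2 or more at 20 µM, relative to plate controls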
Target sequence (P34949 whole entry, looked up): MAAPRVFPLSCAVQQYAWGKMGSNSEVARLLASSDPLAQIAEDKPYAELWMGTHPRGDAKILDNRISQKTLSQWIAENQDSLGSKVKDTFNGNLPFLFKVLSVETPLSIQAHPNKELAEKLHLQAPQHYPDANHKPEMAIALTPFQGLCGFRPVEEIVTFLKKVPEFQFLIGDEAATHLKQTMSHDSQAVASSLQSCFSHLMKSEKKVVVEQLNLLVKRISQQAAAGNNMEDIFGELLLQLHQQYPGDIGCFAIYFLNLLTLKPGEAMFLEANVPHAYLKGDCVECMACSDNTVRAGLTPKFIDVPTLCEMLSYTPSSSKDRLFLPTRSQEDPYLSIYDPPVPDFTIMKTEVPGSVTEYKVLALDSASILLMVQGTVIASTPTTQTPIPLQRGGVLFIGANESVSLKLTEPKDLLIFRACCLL
PMI act hi M6P – increases human PMI activity with near-saturating mannose 6-phosphate | activation factor at 20 µM | P34949 | coupled PMI enzyme assay, resazurin fluorescence, 20 min; active compounds read high; 1 = untreated enzyme, 0 = substrate-free blank | 190,000 compounds, 0.34% hits;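 active = activation factor of 2 or more at 20 µM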
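Test system: human phosphomannose isomerase with PGI, G6PDH, diaphorase coupling enzymes; Amount: PMI at 15 ng/mL final; Reagent: Mannose-6-phosphate 1.0 mM (near-saturating) plus 0.22 mM NADP+; Timing: 20 min, room temperature; Technique: resorufin fluorescence at Ex 544/Em 590 nm; Dosing: 20 µM single dose.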
TNAP inh noacc – blocks human TNAP activity with no phosphate acceptor present | P05186 | purified TNAP, CDP-star luminescence, 30 min | inhibition, % at 20 µM | 200,000 compounds, 0.26% hits;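 active = tissue-nonspecific alkaline phosphatase inhibition above about 50% at 20 µM in the single-dose screen, limit read from the data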;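 also: 0% = DMSO negative control and 100% = EDTA positive control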
Target sequence (P05186 whole entry, looked up): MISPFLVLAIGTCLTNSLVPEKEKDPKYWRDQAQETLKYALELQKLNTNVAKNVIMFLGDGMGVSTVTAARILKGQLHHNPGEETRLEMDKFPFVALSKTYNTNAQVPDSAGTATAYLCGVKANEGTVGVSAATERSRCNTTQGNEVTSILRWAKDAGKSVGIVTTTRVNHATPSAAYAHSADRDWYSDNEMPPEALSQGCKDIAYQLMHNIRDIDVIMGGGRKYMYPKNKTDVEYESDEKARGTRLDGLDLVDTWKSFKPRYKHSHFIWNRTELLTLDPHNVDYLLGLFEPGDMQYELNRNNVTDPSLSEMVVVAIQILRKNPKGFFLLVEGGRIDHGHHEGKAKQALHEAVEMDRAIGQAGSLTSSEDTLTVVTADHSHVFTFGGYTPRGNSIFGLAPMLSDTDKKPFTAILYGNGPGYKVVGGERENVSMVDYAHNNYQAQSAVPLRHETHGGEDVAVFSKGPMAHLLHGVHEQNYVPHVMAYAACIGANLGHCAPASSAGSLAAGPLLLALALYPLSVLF
Hsp70 activator – Hsp70 transcriptional activation, primary screen; HeLa Hsp70 promoter luciferase reporter, luminescence; scaled: vehicle 0, proteasome-inhibitor control 100%; 200,000 compounds, 0.04% hits; activation, % at 10 µM;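 active = activation above the mean across all tested compounds plus 3 SD, cutoff set per campaign, cut at about 5.5% in these data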;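 also: 100% = MG132 at 30 µM as the positive control and 0% = DMSO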
Redox H2O2 prof – compounds producing H2O2 with reducing agent – biochemical, NIH compound library profiling, artefact control for MLSCN library redox annotation, primary screen. DTT-dependent redox cycling H2O2, phenol red/HRP absorbance; 100% = 100 µM peroxide control, 0% = buffer. activation, % at 10 µM. 200,000 compounds, 0.03% hits. AID 878;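 active = activation of at least 50% relative to the plate's high and low controls in the primary single-dose screen; inactive = activation below 50%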;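 also: compound incubated with DTT at 0.8 mM final as the reducing agent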
Efa HMGR inh – inhibitors of class II HMG-CoA reductase from Enterococcus faecalis | 190,000 compounds, 0.41% hits | purified E. faecalis HMGR, NADPH absorbance 340 nm kinetic | AID 1066 | inhibition, % at 10 µM;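 active = inhibition above a set limit, the median over all tested compounds plus 3 SD, cut at about 9.5% in these data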;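 also: enzyme runs in reverse so mevalonate oxidation gives rising NADPH absorbance; 0% = complete reaction with DMSO and 100% = background rate lacking mevalonate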
S1P3 antag – blocks the human S1P3 receptor; CHO S1P3 NFAT-BLA reporter, FRET fluorescence, antagonist mode; inhibition, % at 4.98 µM; Q99500; 170,000 compounds, 0.27% hits;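 active = inhibition above the plate cutoff, the mean inhibition of test wells on that plate plus 3 SD, cut at about 28% in these data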;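 also: cells challenged with S1P at its EC80 of 0.8 µM; blue over green emission ratio from cleaved BLA substrate after 4 h stimulation; 0% = S1P-stimulated wells and 100% = unstimulated DMSO-only wells; some compounds past the cut are filed as inactive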
TNAP inh hi DEA – TNAP (human) inhibition, high acceptor | P05186 | purified TNAP, CDP-star luminescence, 1 M DEA | inhibition, % at 20 µM | 200,000 compounds, 0.03% hits | AID 1135;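 active = over 50% inhibition of tissue-nonspecific alkaline phosphatase at 20 µM in the single-dose screen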;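 also: plate controls were DMSO wells for no effect and EDTA-quenched wells as full inhibition for full effect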
Lmaj promast – reduces viability of Leishmania major promastigotes; inhibition, % at 10 µM; 200,000 compounds, 9% hits; AID 1063; resazurin fluorescence viability; in the data active = inhibition above about 50%;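 also: promastigotes grown with compound for 44 hours at 28 °C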
An asterisk follows results filed as active; nt = no result given.

#	compound	RAM network inh	PMI activator	PMI act hi M6P	TNAP inh noacc	Hsp70 activator	Redox H2O2 prof	Efa HMGR inh	S1P3 antag	TNAP inh hi DEA	Lmaj promast
1	Nc1cc(S(=O)(=O)O)cc([N+](=O)[O-])c1O	0.6	1	0.7	8	-0.1	0.0	3	0	10	-5
2	CCC(Sc1nc(=O)cc(N)n1CCc1ccccc1)C(=O)Nc1ccccc1C#N (centres undefined)	1.3	1	0.9	-3	-0.6	1.9	-1	-82	1	-4
3	COC(=O)c1ccccc1NC(=O)COC(=O)c1cccnc1	2.5	0.9	1	-6	-0.2	-1.4	-1	11	0	-1
4	CC1CCCN(C(C(=O)Nc2ccc3c(c2)OCO3)c2ccccc2)C1 (centres undefined)	1.2	1	1	19	nt	-1.2	-8	5	-6	14
5	COc1ccc(/C=C/C(=O)Nc2ccccc2C(F)(F)F)cc1	4.4	0.9	1	4	0.0	0.0	-1	-2	2	-8
6	Cc1nc(C)c(-c2ccccc2)c(=O)[nH]1	0.8	0.9	0.9	-7	-0.1	0.6	-8	12	-2	-9
7	COc1ccc(C)cc1NC(=O)C1CCCN(S(=O)(=O)c2cnc[nH]2)C1 (centres undefined)	-0.2	1	1	-10	-0.2	-0.5	-10	-23	-4	-4
8	CCCSc1nnc(-c2ccccc2NC(=O)CC)c(=O)[nH]1	0.8	0.9	1	-10	-0.1	-0.4	-6	-3	-2	-9
9	COc1ccc(/C=C/C(O)=C(\C#N)c2nnc(N3CCOCC3)n2-c2ccccc2)cc1OC	2.3	1	0.9	-3	-0.3	-0.1	-9	11	-3	4
10	COc1ccc(S(=O)(=O)N(CCc2ccccc2)CC(=O)NCCCO)cc1	-0.8	0.9	0.9	-8	-0.3	-0.4	-6	-13	-6	-11
11	COC(=O)c1c(NC(=O)CN2CCN(Cc3ccc4c(c3)OCO4)CC2)sc(C)c1C	1.1	0.9	0.9	-18	0.0	-0.3	1	18	-8	49
12	C/C(=N\NS(=O)(=O)c1ccc(C)cc1)c1cccs1	2.0	1.1	1	-20	-0.2	-0.1	2	nt	-5	-5
13	COc1ccc(C2=NN(C(=O)CSc3ncccn3)C(c3ccc(OC)cc3)C2)cc1 (centres undefined)	3.9	0.8	1	-39	-0.3	0.6	-1	-3	-1	34
14	O=C(COC(=O)CCN1C(=O)c2cccc([N+](=O)[O-])c2C1=O)NCc1ccccc1	5.5	1.2	1.1	-12	-0.2	-2.9	0	-23	-2	-4
15	COc1ccc(-c2nnn(CC(=O)N(CC3CCCO3)C(C(=O)NC(C)(C)C)c3ccco3)n2)cc1OC (centres undefined)	0.8	1.1	1.1	-7	-0.3	-1.0	-6	-10	2	4
16	CSc1ncc(Cl)c(C(=O)Nc2ccc(S(=O)(=O)N3CCOCC3)cc2)n1	2.3	0.9	0.9	-3	0.6	2.4	2	5	-2	9

Along the list, from the results shown:
TNAP inh noacc, entries 11 to 15, in order: -18, -20, -39, -12, -7

The list continues.
#	compound	RAM network inh	PMI activator	PMI act hi M6P	TNAP inh noacc	Hsp70 activator	Redox H2O2 prof	Efa HMGR inh	S1P3 antag	TNAP inh hi DEA	Lmaj promast
17	O=c1cc(N2CCCCC2)c(-c2ccccc2)nn1Cc1ccccc1	1.1	1	0.9	-2	-0.4	-0.8	2	-12	-1	13
18	CC(C)CSc1nc2ccccc2[nH]1	-0.4	1.1	1	-21	-0.1	-0.5	-1	-7	-4	16
19	O=C(/C=C/c1ccccc1[N+](=O)[O-])N1CCN(C(=O)c2ccco2)CC1	0.6	1.1	0.9	-6	0.1	-1.5	-2	-17	0	-5
20	CN(CCC#N)C(=O)COC(=O)c1ccc(Cl)c(S(N)(=O)=O)c1	0.5	1	1	0	0.2	0.9	-1	2	6	-3
21	Cc1cc(C)c(C)c(S(=O)(=O)NCc2ccco2)c1C	-0.9	0.9	1	-16	-0.1	0.0	0	0	-8	2
22	O=[N+]([O-])c1cccc(S(=O)(=O)c2ccc(N3CCCCC3)c([N+](=O)[O-])c2)c1	4.4	0.9	0.9	3	-0.5	1.8	-8	-6	1	6
23	CC(C)COCC1CC2(CC(C)C(=O)CC2=O)C(=O)O1 (centres undefined)	1.2	1	0.9	-9	0.1	2.6	-8	-17	-3	-6
24	O=C(COc1ncnc2ccccc12)NC1CCS(=O)(=O)C1 (centres undefined)	1.4	1	1	-7	-0.6	3.0	2	-12	-3	-6
25	CCOc1ccc(NC(=O)Cc2cccc3ccccc23)c([N+](=O)[O-])c1	5.0	0.8	0.9	1	-0.2	-0.4	1	-7	5	-3
26	O=C(Nc1ccccc1C(=O)NC(Cc1ccccc1)C(=O)NC1CCCCCC1)c1ccccc1 (centres undefined)	2.4	1	1	-97	-0.4	0.7	-6	nt	-22	47
27	CN(C)c1cc[n+](CCC(=O)Nc2cccc([N+](=O)[O-])c2N)cc1	0.1	0.9	1	-8	-0.2	-0.3	-1	6	9	-1
28	CCc1ccc(OCC(=O)NC(=S)Nc2ccc(C(C)=O)cc2)c(Br)c1	4.4	1	1	-9	0.2	1.0	-8	nt	-12	-5
29	CS(=O)(=O)N1CCC(Oc2ccccc2C(=O)NC2CCOC2)CC1 (centres undefined)	-0.4	1	1	-4	-0.2	-0.5	-11	-10	-3	9
30	COc1cccc(-n2c(SC)nnc2-c2cnccn2)c1	1.0	1	1.1	-14	0.2	1.2	7	3	-2	-7
31	O=C(/C=C/Sc1ccccc1)c1ccccc1	0.3	1	1	-9	0.2	0.2	1	nt	0	59*
32	COC(=O)c1ccc(-c2ccc(/C=N/N3C(=O)C4C5C=CC(C6CC56)C4C3=O)o2)cc1 (centres undefined)	0.4	1.2	1.4	-3	-0.1	0.1	-5	-3	-4	38

In another format: three of the compounds above
26) O=C(Nc1ccccc1C(=O)NC(Cc1ccccc1)C(=O)NC1CCCCCC1)c1ccccc1 (centres undefined)
27) CN(C)c1cc[n+](CCC(=O)Nc2cccc([N+](=O)[O-])c2N)cc1
28) CCc1ccc(OCC(=O)NC(=S)Nc2ccc(C(C)=O)cc2)c(Br)c1
assay / compound	26	27	28
RAM network inh	2.4	0.1	4.4
PMI activator	1	0.9	1
PMI act hi M6P	1	1	1
TNAP inh noacc	-97	-8	-9
Hsp70 activator	-0.4	-0.2	0.2
Redox H2O2 prof	0.7	-0.3	1.0
Efa HMGR inh	-6	-1	-8
S1P3 antag	nt	6	nt
TNAP inh hi DEA	-22	9	-12
Lmaj promast	47	-1	-5

(listing goes on)
#	compound	RAM network inh	PMI activator	PMI act hi M6P	TNAP inh noacc	Hsp70 activator	Redox H2O2 prof	Efa HMGR inh	S1P3 antag	TNAP inh hi DEA	Lmaj promast
33	O=C(O)CSc1nnnn1-c1ccccc1	0.1	1	1	-14	-0.3	0.0	-11	nt	0	-14
34	Cc1cc(F)ccc1S(=O)(=O)N1CCCOC1CNC(=O)C(=O)NCCC1=CCCCC1 (centres undefined)	2.5	1	0.9	-6	-0.3	-0.2	0	-39	-5	-2
35	CCOC(=O)c1ccc(S(=O)(=O)N2CCN(C(=O)c3cc(=O)c4ccccc4o3)CC2)cc1	2.2	1.1	1	-5	-0.1	-0.7	0	9	1	3
36	O=c1c2ccccc2[nH]c(=S)n1Cc1cccnc1	1.1	1.1	1	-12	0.0	0.3	-1	2	-6	-7
37	CCOC(=O)c1c(NC(=O)COC(=O)Cn2cnc3ccccc32)sc2c1CCC(C)C2 (centres undefined)	-0.4	0.8	0.8	0	0.0	-0.5	-2	-17	-6	3
38	Cc1cccc(C(=O)c2c[nH]cc2-c2ccccc2)c1	2.2	1	0.9	-3	0.0	0.0	0	-11	-3	-6
39	CCN1C(=O)C(CC(=O)Nc2ccc(F)cc2)N(CCCN2CCN(c3ccc(F)cc3)CC2)C1=S (centres undefined)	0.8	1	1	-9	-0.5	-0.3	-3	0	-3	47
40	O=C(/C=C/c1ccco1)N1CCN(c2ncccn2)CC1	2.1	1	1	-4	-0.1	-0.2	0	8	-1	-11
41	C=CCn1c(CNc2ccc(C)cc2)nnc1SCC(=O)N/N=C/c1ccc(O)cc1	1.5	0.9	0.9	-3	0.0	-0.2	-2	nt	-2	-3
42	COc1cc(-c2[nH]nc3c2C(c2ccco2)C(C#N)=C(N)O3)cc(OC)c1OC (centres undefined)	-0.7	0.9	0.8	-9	-0.3	-0.1	-4	-19	24	20
43	COc1ccccc1NC1=C(Cl)C(=O)OC1OC(=O)c1ccco1 (centres undefined)	1.0	1	1	-8	0.3	-0.9	-4	0	-1	10
44	Cc1ccc(C)c(NS(=O)(=O)c2cc(C(=O)NCCSC3CCCCC3)ccc2C)c1	7.5	0.9	0.7	-4	-0.1	-3.6	2	nt	-2	97*
45	O=c1cc(N2CCOCC2)[nH]c(=O)n1C1CCCCC1	-0.7	1	0.8	-6	-0.2	0.3	-3	-35	-4	-2
46	O=C(CCN1C(=O)c2ccccc2C1=O)Nc1cccc(F)c1	0.9	1	0.9	-21	-0.3	-0.2	-1	nt	-2	90*
47	COc1ccc(C(=O)NCC(=O)NCC(=O)OCC(=O)C(C)(C)C)cc1	0.3	1	0.9	-2	-0.2	-0.4	2	-1	1	-8
48	COc1ccc(C(=O)N/N=C/c2ccc(OC)c(CSc3ccccn3)c2)cc1	2.7	0.8	0.9	-25	-0.3	0.0	-5	-6	-3	3
49	COCCCNC(=O)CSc1nc2cc3c(cc2c(=O)n1CCCC(=O)NCc1ccc(OC)cc1)OCO3	1.1	0.9	1	-1	0.0	-0.3	0	-4	-2	-4
50	NS(=O)(=O)c1ccc(NC(=S)NC(=O)c2ccc3c(c2)OCO3)cc1	3.9	1	1	-13	-0.2	-1.9	-3	-14	3	-4
51	Cc1ccc(-c2nnn(CC(=O)N(Cc3ccco3)C(C(=O)NC(C)(C)C)c3ccc(C)o3)n2)o1 (centres undefined)	4.7	0.8	0.9	-8	0.0	0.3	-1	-4	-6	1
52	Cc1nnc(NC(=O)c2ccncc2)s1	1.7	1.1	1.1	-10	-0.2	1.6	-4	nt	-5	-6
53	CC(=O)C1=C(O)C(=O)N(c2nccs2)C1c1ccc(Br)cc1 (centres undefined)	-0.5	1.3	1.5	-21	0.1	0.1	-1	nt	1	-3
54	CC(/C=N/NC(=O)CSc1nc2ccccc2n1C)=C\c1ccco1	1.9	0.9	0.4	6	0.1	-0.2	-1	3	2	-1
55	COC(=O)C1=C(C(=O)OC)SC2(S1)C(C(=O)OC)=C(C(=O)OC)SC1=C2c2cc(C)cc(C)c2NC1(C)C	3.8	0.8	0.9	-2	-0.1	-0.4	0	nt	3	30
56	COc1ccc(/C=N/NC(=O)c2nc(-c3ccccc3)cc(-c3ccccc3)n2)cc1	1.3	0.9	0.9	-6	-0.3	-4.3	-5	nt	-6	46

2 compounds from above, reduced to PMI act hi M6P:
cpd | Compound | PMI act hi M6P
52 | Cc1nnc(NC(=O)c2ccncc2)s1 | 1.1
51 | Cc1ccc(-c2nnn(CC(=O)N(Cc3ccco3)C(C(=O)NC(C)(C)C)c3ccc(C)o3)n2)o1 (centres undefined) | 0.9
